High-throughput results (PubChem BioAssay)
Casp6 inh = inhibitors of human caspase-6; P55212; purified caspase-6, Z-VEID-R110 cleavage fluorescence; inhibition, % at 12.5 µM; actives 0.53% (n = 350,000); AID 686996;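 active means mean inhibition across replicates at least about 35%, with every replicate also reaching that limit, limit read from the data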;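 further: 0% = median of neutral control wells and 100% = no fluorescence left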
Target sequence (P55212 24-179 limits assumed): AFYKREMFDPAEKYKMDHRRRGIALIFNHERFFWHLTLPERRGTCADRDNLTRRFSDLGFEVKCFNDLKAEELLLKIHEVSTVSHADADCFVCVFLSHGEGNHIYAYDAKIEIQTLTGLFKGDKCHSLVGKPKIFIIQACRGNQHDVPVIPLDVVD
Target sequence (P55212 194-293 limits assumed): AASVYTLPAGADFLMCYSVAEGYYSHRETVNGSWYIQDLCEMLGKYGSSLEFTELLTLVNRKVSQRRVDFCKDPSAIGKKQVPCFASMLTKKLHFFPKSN
LGR2 antag = blocks bursicon-induced cAMP signaling via Drosophila LGR2; AID 720647; inhibition, % at 9.99 µM; actives 0.35% (n = 380,000); HEK293 LGR2, CRE-luciferase, bursicon-stimulated, 4 h;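 active means drop in luminescence signal, shown as inhibition above about 50% in the replicate tests, limit read from the data, passing the limit was not always enough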;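 further: agonist challenge used bursicon conditioned medium at about half maximal strength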
miR122 inh = blocks miR-122 activity in Huh7 sensor cells; AID 602342; Huh7 miR-122 Renilla luciferase sensor, 48 h; neutral wells = 0, positive control = 100; actives 0.3% (n = 340,000); activation (reporter increase), % at 12.5 µM;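 active means mean replicate activation score at least 90 and every replicate individually at or above 90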;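 further: higher luciferase means less miR-122 activity so hits act as miR-122 inhibitors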
PAX8 inh HTS = lowers PAX8-driven luciferase in RMG-I cells; RMG-I TPO-luciferase reporter, SteadyGlo, 24 h; inhibition, % at 12.6 µM; actives 1.2% (n = 360,000); AID 652154;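 active means mean replicate inhibition at least 60% with every replicate also reaching 60%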;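 further: luciferase light reporting Pax8 driven TPO promoter activity; plate controls were median of neutral control wells for no effect and mitoxantrone controls for full effect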
PGC1a acetyl inh = modulators of PGC1a acetylation; U2OS PGC1a acetylation, AlphaScreen anti-acetyl-lysine; with virally co-expressed GCN5 acetyltransferase; actives 0.17% (n = 350,000); AID 651687; inhibition, % at 15.6 µM;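 active means every replicate shows inhibition of at least 40%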;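 further: 0% = neutral control wells and 100% = positive control wells; some results beyond the cut were filed as inactive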
Cneo AK release = Cryptococcus neoformans lysis via adenylate kinase release. C. neoformans lysis, adenylate kinase release luminescence, 4 h; normalised: neutral wells 0, clomiphene wells 100. lysis activity, % at 15 µM. actives 0.2% (n = 360,000);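 active means mean lysis activity across replicates of at least 80%, whatever share of replicates individually reach that level; inactive means mean lysis activity below 80%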
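Material: C. neoformans cells | Amount: Yeast cell density of 5 × 10^6 cells/mL | Medium: Fresh YPD growth medium | Dosing: Single dose | Times: Static 4 h at 37 °C with compound, 1 h detection | Detection: AK luminescence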
FN deposition inh = fibronectin deposition inhibition; AH1F fibroblasts, Alexa488-fibronectin deposition fluorescence, overnight; inhibition, % at 12.6 µM; actives 0.086% (n = 350,000);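 active means mean inhibition across replicates of 30% or more, regardless of how many single replicates reach that level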;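 further: positive control wells lacked labelled fibronectin entirely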
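Assay system: AH1F fibroblast monolayer, labelled fibronectin deposition. Amount: 10000 cells per well. Also added: labelled fibronectin 24 nM. Compound: single-point pinned compound. Incubation: cell attachment 1 h, compound and FN exposure overnight. Detection: fluorescence after three HBSS washes, excitation 485 nm, emission 525 nm. Read-out: inhibition of fibronectin deposition signal.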
EWS-Fli block = EWS/Fli transcriptional activity inhibition; A673 NR0B1-luciferase reporter, viability-normalised; inhibition, % at 12.6 µM; actives 0.67% (n = 350,000); AID 651661;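 active means mean inhibition of at least 50% after viability correction, with every replicate also passing that limit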;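 further: firefly luciferase signal divided by Alamar Blue viability fluorescence both relative to DMSO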
* marks the source's active call; other numbers are inactive results; / = no result given; [ ] = another dose, or the depositor's remark.

Sample of the layout (2 entries):
SMILES	Casp6 inh	LGR2 antag	miR122 inh	PAX8 inh HTS	PGC1a acetyl inh	Cneo AK release	FN deposition inh	EWS-Fli block
CC(NC(=O)CN(c1ccccc1F)S(C)(=O)=O)c1ccccc1 (centres undefined)	0	-14	-7	-19	-9	-2	-4	1
Cc1cc(OC(=O)c2ccccc2F)c([N+](=O)[O-])c(=O)[nH]1	-1	6	3	-6	-15	11	5	/

The listing (from the top)
SMILES	Casp6 inh	LGR2 antag	miR122 inh	PAX8 inh HTS	PGC1a acetyl inh	Cneo AK release	FN deposition inh	EWS-Fli block
CC(NC(=O)CN(c1ccccc1F)S(C)(=O)=O)c1ccccc1 (centres undefined)	0	-14	-7	-19	-9	-2	-4	1
Cc1cc(OC(=O)c2ccccc2F)c([N+](=O)[O-])c(=O)[nH]1	-1	6	3	-6	-15	11	5	/
C[C@@H]1CCCCO[C@@H](CN(C)Cc2ccc(Cl)c(Cl)c2)[C@@H](C)CN([C@H](C)CO)C(=O)c2cc(NS(C)(=O)=O)ccc2O1	-2	6	-1[16.7 µM]	17	/	1	/	-11
O=C(Nc1ccccc1F)C1CC1c1ccccc1 (centres undefined)	3	/	/	-11	/	/	3	-12
COc1ccccc1C#Cc1ccc2c(c1)[C@H]1[C@H](CCN1C(=O)c1cccc(F)c1)[C@H](CO)N2	2	-1	-5[16.7 µM]	18	-6	7	0	23
CN(C)c1ccc(NC(=S)NC23CC4CC(CC(C4)C2)C3)cc1	10	-86	6	-132	-13	4	-5	-101
COc1cc2c(-c3cc(F)cc(F)c3)c(-c3ccsc3)oc(=O)c2cc1OC	-2	-4	0	1	-2	3	7	-3
O=C(NC(Cc1ccccc1)C(=O)O)/C(=C\c1ccccc1F)NC(=O)c1ccccc1 (centres undefined)	-1	-34	2	-15	7	/	-7	-4
C/C(=N\NC(=O)c1cc(C(C)C)[nH]n1)c1ccco1	-2	-26	/	-63	/	/	2	-21
CCC(C)[C@H](NC(=O)N1CCC(C)CC1)C(=O)OC (some centres undefined)	0	/	/	1	/	/	-4	-1
C[C@H]1CN([C@@H](C)CO)C(=O)c2cc(C#Cc3cccc(F)c3)cnc2O[C@@H]1CN(C)C(=O)C1CCC1	-2	3	-9[16.7 µM]	-1	0	-2	/	2
O=C(c1cccc(C(F)(F)F)c1)C1CCCN(Cc2cccc(OCCO)c2)C1 (centres undefined)	0	-24	/	6	/	/	-4	14
COc1ccc2c3n([n+]([O-])c2c1)CCN=C3c1ccc(C)cc1	1	-16	/	-2	/	-13	-15	-26
C/C(CC(=O)Nc1cc(Cl)ccc1C)=N\NC(N)=O	4	-8	1	0	12	-1	3	3
CC(C)(C)[S@@](=O)N1Cc2cc(C(=O)NCCN3CCCC3)nc(-c3cccc(-c4cccc(C#N)c4)c3)c2[C@H]1CCO	-4	-2	/	-16	-14	57	-2	-3
Cc1ccc(C(=O)NC(=S)Nc2cccc(NC(=O)c3ccccc3Cl)c2)cc1[N+](=O)[O-]	/	1	-8	-21	0	-5	-3	/
O=C(COC(=O)[C@@H]1CC(O)CN1S(=O)(=O)c1ccc(Cl)cc1)NC(=O)NCc1ccccc1 (some centres undefined)	-5	9	1	-3	-3	7	8	-2
O=C(C[C@H]1C[C@H](C(=O)N2CCOCC2)[C@@]2(CCC3CCCC3)c3[nH]c4cc(-c5ccco5)ccc4c3CCN2C1=O)NCC12CC3CC(CC(C3)C1)C2	-5	2	-7	10	/	-4	-20	-8
Cc1cc(OCCCC(=O)Nc2nnc(C3CC3)s2)ccc1Cl	0	18	1	-4	-2	1	-4	1
C[C@H]1CN([C@@H](C)CO)C(=O)c2cccc(NC(=O)Nc3ccc(F)cc3)c2O[C@@H]1CN(C)CC1CC1	1	-1	11[16.7 µM]	-2	/	-1	/	-11
COc1cc(Br)cc(CN2CCN(C/C=C/c3ccccc3)CC2)c1O	38*	11	-3	/	-10	-2	/	5
Cc1nn2c(-c3ccc(Cl)cc3)ccnc2c1-c1ccccc1	/	/	1	-118	18	-3	-1	/
Cc1noc(C)c1NC(=O)N(C)C[C@@H]1Oc2c(NS(=O)(=O)c3cccs3)cccc2C(=O)N([C@H](C)CO)C[C@@H]1C	0	-2	4[16.7 µM]	/	8	-1	0	-7
COc1ccc(S(=O)(=O)N2CCC(N3CCN(c4ccccc4OC)CC3)CC2)cc1	0	-6	-12	1	-5	2	1	7
Cc1ccn2c(=O)nc(SCC(=O)NCCc3ccccc3)nc2c1	5	3	/	-5	/	4	1	1
COc1ccccc1NC(=O)N(C)C[C@H]1Oc2ncc(C#CCC(C)C)cc2C(=O)N([C@@H](C)CO)C[C@@H]1C	3	6	2[16.7 µM]	-7	4	0	/	5
O=C(Nc1ccc(OC(F)F)c(Cl)c1)C(c1ccccc1)c1ccccc1	0	16	/	0	/	/	1	4
Cn1nc(C2CC2)cc1NC(=O)C1(C)CCN1C(=O)CC(c1ccccc1)c1ccccc1 (centres undefined)	2	-6	3	4	6	-2	-6	0
C/C(N)=C(/C#N)C(=O)COC(=O)Cc1coc2cc(C)ccc12	6	3	4	8	-7	0	-12	6
Cc1ccc(C(=O)N/C(=C\c2ccc(-c3cccc([N+](=O)[O-])c3)o2)C(=O)NCCCN(C)C)cc1	-13	/	0	-5	4	-4	-2	5
COc1cc(Cn2c3ccc(NC(=O)NCc4ccc(F)cc4)cc3c(=O)n2C)ccc1F	0	0	76	36	-6	2	6	51*
COc1ccc(CN(C)C[C@H]2Oc3ccc(NS(C)(=O)=O)cc3C(=O)N([C@@H](C)CO)C[C@H]2C)cc1	2	-1	-4[16.7 µM]	10	4	0	/	1
COc1cc(/C=N/NC(=O)CSc2nc3ccccc3n2C)cc(OC)c1OC	0	-8	/	1	/	/	-3	9
CN1CCN(C(=O)C[C@H]2CC[C@@H]3[C@H](COC[C@@H](O)CN3C(=O)Nc3cc(Cl)cc(Cl)c3)O2)CC1	0	16	-6[16.7 µM]	-2	-4	-3	0	-8
O=C(CSc1nnc(-c2ccccc2F)o1)NC(=O)Cc1ccccc1	-3	-9	/	-4	/	0	3	0
O=C(C1CCCN(S(=O)(=O)c2cccnc2)C1)N1CCN(c2ccccn2)CC1 (centres undefined)	-1	-2	-6	5	5	-2	-1	1
Cc1ccccc1C1NC(c2ccccc2C)C(C)C(=O)C1C (centres undefined)	-4	10	4	18	1	-1	-3	5
CC(C)[C@H](NS(=O)(=O)c1ccc2c(c1)OCCO2)C(=O)OCC(=O)Nc1ccccc1	/	-31	5	/	-7	4	/	/
CNC(=O)NC1CCCCc2sccc21 (centres undefined)	/	/	-8	-8	-6	0	-7	/
COc1ccc(/C=C2/SC(=S)NC2=O)cc1OCc1ccccc1	0	-8	-2	15	5	2	-5	7
Cc1cccc(NC(=O)CSc2nc3c(oc4ccccc43)c(=O)n2-c2ccccc2)c1	0	-1	/	-1	/	/	4	-2
C[C@@H]1CCCCO[C@H](CN(C)Cc2ccc(C(F)(F)F)cc2)[C@@H](C)CN([C@@H](C)CO)C(=O)c2cc(NC(=O)Nc3ccc(F)cc3)ccc2O1	-1	-42	3[16.7 µM]	92*	-10	-3	-4	21
C[C@H]1CN([C@@H](C)CO)C(=O)c2cccc(NC(=O)C3CC3)c2O[C@@H]1CN(C)Cc1ccc(C(F)(F)F)cc1	-1	-7	113*[16.7 µM]	/	-15	-1	/	7
Cc1noc(C)c1NC(=O)Nc1cccc2c1O[C@@H](CN(C)S(=O)(=O)c1cccs1)[C@@H](C)CN([C@H](C)CO)C2=O	-3	3	3[16.7 µM]	/	-4	1	-11	-4
Cc1ccc(S(=O)(=O)N(C)C[C@H]2Oc3c(NC(=O)c4ccncc4)cccc3C(=O)N([C@H](C)CO)C[C@H]2C)cc1	2	-3	3[16.7 µM]	-3	-1	3	/	1
O=C(COC(=O)c1cccc(Br)c1)NCCc1ccc(F)cc1	-1	-25	/	11	/	/	5	-8
CC(C)NC(=O)Nc1ccc2c(c1)C(=O)N([C@@H](C)CO)C[C@@H](C)[C@@H](CN(C)Cc1ccc(Oc3ccccc3)cc1)O2	-2	-16	61[16.7 µM]	15	1	0	13	7
Cn1cc(Br)c(C(=O)NC(=S)Nc2ccc(S(N)(=O)=O)cc2)n1	3	14	/	1	12	/	-4	4
COc1cccc(NC(=O)N2C[C@H](O)COC[C@H]3O[C@@H](CC(=O)NCc4ccccc4F)CC[C@@H]32)c1	-1	24	-3[16.7 µM]	/	-2	119*	-2	/
O=C([C@H]1[C@H](CO)[C@H]2Cn3c(cccc3=O)[C@@H]1N2CCC(F)(F)F)N1CCCCC1	-3	13	1[16.7 µM]	-6	0	-1	/	-2
C[C@H]1CN([C@@H](C)CO)S(=O)(=O)c2ccc(-c3cccc(C#N)c3)cc2O[C@@H]1CN(C)Cc1cccc(F)c1	-3	17	2[16.7 µM]	42	-17	0	-12	30
COc1cccc(C=C(C#N)C(=O)c2ccccc2)c1	1	8	/	-15	/	/	-8	-2
CC(=O)Nc1ccc(NC(=O)C2Cc3c(-c4cccc(C(C)=O)c4)ccnc3O2)cc1 (centres undefined)	1	1	4	-17	13	-2	-3	-3
COc1cc(NS(=O)(=O)c2cccc3nsnc23)cc(OC)c1	/	12	58	/	29	0	/	/
Cc1ccc(SCCN)cc1C	2	-17	/	11	/	/	-5	-5
CN1CCN(C(=S)Nc2cc([N+](=O)[O-])ccc2Cl)CC1	-7	1	0	54	-1	1	-3	-8
C[C@@H]1CN([C@H](C)CO)C(=O)Cc2cc(NS(C)(=O)=O)ccc2O[C@@H]1CN(C)C	1	2	-2[16.7 µM]	5	0	-2	-1	-3
CCSc1nc2ccccc2n1S(=O)(=O)c1ccccc1	-1	4	3	6	10	-1	2	-1
CN1C(C(=O)Nc2ccc(OC(F)(F)F)cc2)=CC(c2ccco2)=NS1(=O)=O	5	-7	-6	-1	3	-1	-7	1
CC(C)(C)C1=CC(CC(N)=O)(C(C)(C)C)OC1=O (centres undefined)	1	8	/	-2	/	/	3	-4

The list goes on.
SMILES	Casp6 inh	LGR2 antag	miR122 inh	PAX8 inh HTS	PGC1a acetyl inh	Cneo AK release	FN deposition inh	EWS-Fli block
C[C@H]1CN([C@@H](C)CO)C(=O)c2cc(-c3ccccc3F)cnc2O[C@H]1CN(C)C(=O)c1ccccn1	2	22	1[16.7 µM]	/	-2	-2	-1	-1
CC(=O)[C@H]1[C@H](C#N)C[C@H]2[C@@H]3CC=C4C[C@@H](O)CC[C@]4(C)[C@H]3CC[C@@]21C	-3	4	1	8	/	0	3	-3
O=C(C[C@H]1CC[C@H]2[C@@H](COC[C@@H](O)CN2Cc2ccccc2)O1)NCCCN1CCOCC1	1	2	3[16.7 µM]	0	0	-3	-11	1
O=C(N/N=C/c1cccs1)[C@H]1C[C@@H]1c1ccccc1	/	19	-15	/	/	-2	-3	/
Cc1ccc(OCCCC(=O)NNC(=O)c2ccccn2)cc1	-3	12	3	-5	0	0	12	16
COc1ccccc1NC(=O)/C(=C/c1cccs1)NC(=O)c1ccco1	1	-10	1	14	1	-3	-2	-12

Looked up above.
`O=C(C[C@H]1CC[C@H]2[C@@H](COC[C@@H](O)CN2Cc2ccccc2)O1)NCCCN1CCOCC1` in FN deposition inh reads -11
`Cc1ccc(OCCCC(=O)NNC(=O)c2ccccn2)cc1` in PGC1a acetyl inh reads 0
`C[C@H]1CN([C@@H](C)CO)C(=O)c2cc(-c3ccccc3F)cnc2O[C@H]1CN(C)C(=O)c1ccccn1` in Casp6 inh reads 2
`COc1ccccc1NC(=O)/C(=C/c1cccs1)NC(=O)c1ccco1` in EWS-Fli block reads -12
`CC(=O)[C@H]1[C@H](C#N)C[C@H]2[C@@H]3CC=C4C[C@@H](O)CC[C@]4(C)[C@H]3CC[C@@]21C` in Casp6 inh reads -3
